TDP-43 yeast inh: rescues yeast growth from TDP-43 toxicity; TDP-43 expressing yeast growth rescue, BacTiter-Glo, 24 h; Potency, µM (doses to about 46.1 µM), for inactives: at the highest dose growth rescue (activation), actives largely listed as activators; actives 1.8% (n = 410,000); AID 652104; also: potency is read from the fitted curve at half-maximal effect; % of control where 0% means no effect; nearly all actives have a fitted effect of over 50% in size
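Luminescence from BacTiter-Glo reports growth of TDP-43-expressing yeast after 24 hr at 30 deg C with compound. Cells were raffinose-pregrown to mid-log, then seeded in galactose medium at OD600=0.02.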
DRD3 antagonist: blocks the human D3 dopamine receptor; D3R cells, DiscoveRx beta-arrestin luminescence, antagonist mode; hits give low values; actives 2.5% (n = 360,000); P35462; max response, negative = inhibition, %; in the data active = max response below about -50%; inconclusive = no clear call, values can overlap the other calls; also: % is scaled to controls: 0 for no effect and ±100 for the full control effect; mostly tested at two doses, the higher about 12 µM
Target sequence (P35462 whole entry, looked up): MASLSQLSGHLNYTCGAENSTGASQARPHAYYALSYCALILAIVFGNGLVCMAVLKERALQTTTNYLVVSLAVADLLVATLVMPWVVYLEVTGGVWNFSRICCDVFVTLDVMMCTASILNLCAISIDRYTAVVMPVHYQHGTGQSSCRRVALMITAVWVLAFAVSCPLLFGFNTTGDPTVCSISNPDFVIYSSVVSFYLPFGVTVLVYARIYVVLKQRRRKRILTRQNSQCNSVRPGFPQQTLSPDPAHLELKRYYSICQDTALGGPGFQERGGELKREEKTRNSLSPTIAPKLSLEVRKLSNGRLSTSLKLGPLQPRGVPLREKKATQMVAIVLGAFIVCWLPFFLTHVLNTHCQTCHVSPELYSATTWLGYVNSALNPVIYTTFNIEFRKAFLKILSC
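Cells plated overnight at 1500 cells/well, then exposed to library compounds with dopamine controls for 90 minutes at 37 degrees C. DiscoveRx reagent added for 30–60 minutes at room temperature; luminescence read, quantitative HTS format.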
Abeta yeast res: A-beta toxicity reversal in yeast; AID 1347071; yeast expressing A-beta42, growth rescue, OD600, 48 h; response scale: 0% DMSO, 100% iron-clioquinol control; Potency, µM (doses to about 46.1 µM), for the others: at the highest dose growth rescue, most hits filed as activators; actives 0.063% (n = 410,000); also: potency is read from the fitted curve at half-maximal effect; nearly all actives have a fitted effect of over 55% in size
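Growth rescue measured by 600 nm absorbance after 48 h yeast culture at 30 C with compound. Values normalized between DMSO and an equimolar ferric chloride plus clioquinol control.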
EPAC2 antag: blocks human EPAC2 exchange factor | Q8WZA2 | EPAC2 GEF exchange of Rap1B-BODIPY-GDP, fluorescence | Potency, µM (highest dose often 114 µM), inactives show top-dose activity, negative = inhibition, most hits filed as inhibitors | actives 0.18% (n = 360,000) | AID 720708; also: potency is read from the fitted curve at half-maximal effect; % is scaled to controls: 0 for no effect and ±100 for the full control effect; nearly all actives have a fitted effect of over 45% in size; many of its hits are not listed in these tables
EPAC2 agonist: activates human EPAC2 exchange factor; Q8WZA2; EPAC2 activation, biochemical qHTS; response scale: 100% = 6.5 mM cAMP response; Potency, µM (titrated, usually from 154 µM), for the others: at the highest dose activation, actives largely listed as activators; actives 0.079% (n = 360,000); AID 720711; also: potency is read from the fitted curve at half-maximal effect; nearly all actives have a fitted effect of over 50% in size
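Compounds were added across a concentration range to EPAC2 (100 nM), RAP1B-BODIPY-GDP (250 nM) and GDP (50 uM). After 5 min at room temperature, fluorescence was recorded at 5-min intervals for 30 min.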
D3 ag: D3 dopamine receptor (human) agonism | actives 0.58% (n = 410,000) | P35462 | max activation, % | D3R DiscoveRx beta-arrestin cells, luminescence, 90 min; in the data active = max activation above about 30%; also: 0% is about no effect; mostly tested at two doses, the higher about 12 µM
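Cells at 1500/well, incubated overnight, then treated with pinned compounds (dopamine as control) for 90 min at 37 degrees C. DiscoveRx reagent added for 30 - 60 minutes at room temperature; luminescence read.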
aSyn yeast inh: rescues yeast growth from alpha-synuclein toxicity; actives 0.14% (n = 370,000); Yeast expressing alpha-synuclein, growth rescue, BacTiter-Glo, 24 h; Potency, µM (doses to about 46.1 µM), for inactives: at the highest dose growth rescue (activation), most hits filed as activators; also: potency is read from the fitted curve at half-maximal effect; % of control where 0% means no effect; nearly all actives have a fitted effect of over 65% in size
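Screening used galactose-induced yeast with toxic alpha-synuclein levels, exposed to compound for 24 hr at 30 deg C. Cell growth, read with BacTiter-Glo luminescence, gave the measured signal.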
FUS suppressor: rescues growth of FUS-expressing yeast; S. cerevisiae FUS-expressing, growth rescue, OD600, 24 h; Potency, µM (top dose mostly 76.6 µM), inactives show at the highest dose growth rescue (activation), most hits filed as activators; actives 0.24% (n = 390,000);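 also: potency is read from the fitted curve at half-maximal effect; plate controls were DMSO vehicle for no effect and reference control for full effect; nearly all actives have a fitted effect of over 55% in size; some results filed as inactive show a strong effect at the top dose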
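Quantitative HTS measuring growth restoration of FUS-toxic yeast. Galactose-induced cells (OD 0.005) were exposed 24hr at 30C to compounds at several concentrations, then absorbance at 600 nm was recorded.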
* marks the source's active call; other numbers are inactive results; u = inconclusive; x = not tested or not shown; [ ] = another dose, or the depositor's remark. Unless noted, calls follow the shape of the dose curve; as a rule, active = well fitted curve in the direction sought with a large enough effect; inconclusive = small, poorly fitted or top-dose-only effect, or another doubt; inactive = no such curve, though single readings can be large; an effect the other way counts as inactive or inconclusive.

SMILES | TDP-43 yeast inh | DRD3 antagonist | Abeta yeast res | EPAC2 antag | EPAC2 agonist | D3 ag | aSyn yeast inh | FUS suppressor
CSCCC(NC(N)=O)C(=O)N(C)CC(=O)Nc1ccc(C)cc1 (stereo unspecified) | -3% | 6 | 3% | -1% | 0% | 2 | 0% | -8%
COCCNC(=S)N1CCN(C(=O)C(=O)Nc2ccc(C(=O)OC)cc2)CC1 | 18% | u | 14% | 0% | 3% | 3 | 13% | x
CCC(CC)=NNc1cccc([N+](=O)[O-])c1 | 6% | 19 | -9% | 7% | 0% | 3 | 13% | x
Cc1ccccc1N(C(=O)CS(=O)CC(=O)Nc1ccc(F)cc1)C(C)C(=O)NC(C)(C)C (stereo unspecified) | -13% | -14 | -4% | 2% | 9% | -17 | -4% | 0%
Cc1cc(C)c(C#N)c(SCCS(=O)(=O)c2ccc(Cl)cc2)n1 | 9% | 4 | -11% | -7% | 2% | 7 | 1% | 9%
COc1ccccc1C(=O)NC(CCSC)C(=O)NCC(c1ccccc1OC)N1CCCC1 (stereo unspecified) | -13% | -1 | -3% | u | 9% | -11 | 1% | 3%
CCCn1c(SC(C)C(=O)NCC2CCCO2)nc2cc(Cl)ccc2c1=O (stereo unspecified) | 16% | u | 21% | u | 8% | -3 | u | 20%
CCC1(c2ccccc2)NC(=O)N(CC(=O)c2ccc3c(c2)OCO3)C1=O (stereo unspecified) | -28% | 5 | 4% | -10% | 6% | -18 | 16% | 16%
CN(CC(=O)Nc1ccc(F)cc1)CC(=O)Nc1ccc(Cl)c(S(=O)(=O)N2CCOCC2)c1 | 2% | 7 | 4% | -12% | -7% | -8 | -7% | 26%
COc1cccc(C(=O)Nc2nnc(S(=O)(=O)N(C)c3ccccc3)s2)c1 | -3% | -27 | -2% | 1% | -1% | -15 | 0% | 20%
CC(c1ccccc1)C1C(C#N)=C(N)OC2=C1C(=O)CC(C)(C)C2 (stereo unspecified) | -5% | -7 | -3% | 13% | 5% | 0 | x | 18%
O=C(NC(=S)Nc1ccccc1N1CCCC1)c1ccc(F)cc1 | 25µM* | u | 4% | -9% | 24% | -19 | -13% | x
COc1ccc(-n2cc(C(=O)c3cc4ccccc4oc3=O)c(C(C)=O)n2)cc1 | 6% | 0 | 18% | 5% | 9% | 2 | 14% | 9%
N#Cc1nc(-c2ccccc2F)oc1NCCc1ccccc1 | -6% | -21 | -4% | -2% | -3% | -12 | 3% | 8%
O=C(OCCCc1cc2ccccc2c(=O)o1)c1ccco1 | 5% | 0 | 10% | -3% | 8% | -8 | -1% | -12%
CN(CC(=O)Nc1cccc2ccccc12)C(=O)/C=C/c1cccs1 | -5% | -27 | 0% | 17% | 13% | -13 | -3% | 31%
C(=N\n1c2ccccc2c2ccccc21)/c1ccccc1 | 14% | -1 | -2% | 14% | 9% | -1 | 0% | x
COc1ccc(NC(=O)CSc2nnc(C)c(=O)n2N)cc1 | 18% | 4 | 8% | -1% | 3% | -1 | 1% | 1%
CCC(C(=O)NCc1ccccc1OC)c1ccccc1 (stereo unspecified) | 0% | 8 | u | -8% | 5% | 2 | 8% | -37%
CCN(C[C@H]1N[C@@](C)(C(=O)OC)[C@H]2C(=O)N(C)C(=O)[C@@H]12)S(=O)(=O)c1ccc(C(F)(F)F)cc1 | -8% | -9 | -14% | 7% | 5% | 12 | -6% | 9%
CCCn1c(SCC(=O)Nc2ccc(S(=O)(=O)N3CCOCC3)cc2)n[nH]c1=O | 6% | -5 | 1% | 13% | 5% | 2 | -6% | -28%
OC(CNCc1cccc(Cl)c1)c1ccccc1 (stereo unspecified) | -1% | 0 | 0% | 1% | -2% | -12 | 0% | -9%
COc1cc2c(cc1NS(=O)(=O)N1CCCC1)oc1ccccc12 | u | -29 | 6% | -3% | 23% | -4 | 8% | 12%
O=C(Nc1ccccc1)N1CCC(c2nc(-c3ccc(S(=O)(=O)N4CCOCC4)cc3)no2)CC1 | -9% | 12 | 17% | -1% | 11% | 17 | -3% | 19%
O=C(CCn1c(=S)oc2ccccc21)NC1CCCCCCC1 | 9% | -9 | 3% | 2% | 7% | 0 | -1% | -30%
CCOc1cc(C2c3c(-c4ccccc4)n[nH]c3C(=O)N2c2ccc(C(=O)O)cc2)ccc1O (stereo unspecified) | 22% | 1 | 20% | 1% | 9% | 6 | 0% | -17%
O=C(CSc1n[nH]c(-c2ccncc2)n1)Nc1ccc(Br)cc1 | -11% | 5 | -22% | 11% | 10% | 1 | -2% | x
COC(=O)CSc1nc(-c2ccccc2)cc(-c2ccco2)c1C#N | 20% | 13 | 0% | -4% | 11% | -2 | 7% | 19%
Cc1ccc(C2CC(C(F)F)n3ncc(C(=O)Nc4c(C)nn(Cc5c(F)cccc5Cl)c4C)c3N2)cc1 (stereo unspecified) | 8% | -7 | -5% | -19% | -5% | -2 | 3% | u
O=C(O)/C=C/C(=O)Nc1ccc(-n2ccc(C(F)(F)F)n2)cc1 | 0% | 6 | u | -2% | 3% | 6 | -1% | 3%
COc1cccc(Nc2nc3cc(C)ccc3nc2NS(=O)(=O)c2ccc(Cl)cc2)c1 | 0% | x | -4% | x | x | 43* | x | -11%
CCOC(=O)c1cc(-c2ccc(F)cc2)n(CCC(=O)NC2CCCCC2)c1C | -6% | x | -29% | x | x | 2 | x | 41%
COC(=O)c1sc(NC(=O)c2cc3nc(-c4ccc(Br)cc4)cc(C(F)(F)F)n3n2)c(C(=O)OC)c1C | 22% | x | 15% | x | x | 1 | x | u
COc1cccc(N2CCN(c3nc(C)cc(=O)[nH]3)CC2)c1 | -2% | -14 | -16% | -3% | 6% | 4 | -2% | -11%
Cc1ccccc1Cc1c(C)nc2ncnn2c1C | u | 13 | 18% | 14% | -7% | 6 | 5% | x
Cc1nc(SCC(=O)Nc2ccccc2Cl)cc(-c2ccccc2)n1 | 21% | x | -9% | x | x | 16 | x | 33%
CCOC(=O)c1ccc(NC(=O)c2ccc(CN3CCc4ccccc4C3)cc2)cc1 | 15% | u | 5% | -2% | 3% | -16 | -3% | 39%
NC(=O)[C@@H]1CCCN1Cc1nc(-c2ccc(C(F)(F)F)cc2)no1 | 2% | -1 | -10% | 0%[57.1 µM] | -5% | -3 | 14% | -21%
Cc1ccccc1C1CC(=O)Nc2ccc3ccccc3c21 (stereo unspecified) | 2% | x | -14% | x | x | 0 | x | -20%
CCn1c(CNC(=O)c2ccc(OC)cc2)nnc1SCC(=O)Nc1ccc(C)cc1 | 0% | x | -20% | x | x | -9 | x | 2%

Full records, looked up by structure.
Results for COc1cccc(C(=O)Nc2nnc(S(=O)(=O)N(C)c3ccccc3)s2)c1 → TDP-43 yeast inh = -3%; DRD3 antagonist = -27; Abeta yeast res = -2%; EPAC2 antag = 1%; EPAC2 agonist = -1%; D3 ag = -15; aSyn yeast inh = 0%; FUS suppressor = 20%
Results for COc1cc2c(cc1NS(=O)(=O)N1CCCC1)oc1ccccc12 → TDP-43 yeast inh = u; DRD3 antagonist = -29; Abeta yeast res = 6%; EPAC2 antag = -3%; EPAC2 agonist = 23%; D3 ag = -4; aSyn yeast inh = 8%; FUS suppressor = 12%

Later entries.
SMILES | TDP-43 yeast inh | DRD3 antagonist | Abeta yeast res | EPAC2 antag | EPAC2 agonist | D3 ag | aSyn yeast inh | FUS suppressor
O=C(Nc1ccccc1)C(Cc1ccccc1)c1ccccc1 (stereo unspecified) | 16% | -25 | 0% | -6% | -4% | -20 | -6% | x
Cc1ccc(NC(=O)N2CCCc3ccccc32)cc1 | 0%[9.22 µM] | -3 | 2% | 4% | 6% | 7 | 5% | 11%
COc1ccc2cc(-c3[nH]ncc3CN3CCCN(c4ccccc4)CC3)ccc2c1 | -3% | -19 | -19% | 1% | 15% | -10 | -4% | 9%
C=CCn1c(C(C)NC(=O)c2ccccc2C)n[nH]c1=S (stereo unspecified) | -31%[inhibitor] | -3 | -7% | 15% | -4% | -17 | -2% | x
CCOc1cc(C2CC(=O)NC3=C2C(=O)C(C(=O)OC)C(C)C3)cc(Br)c1O (stereo unspecified) | -2% | 10 | -9% | 6% | 15% | -9 | 1% | 4%
O=C(N/N=C\c1ccco1)Nc1cccc(Cl)c1 | u | -5 | -19% | -16% | 5% | -4 | 0% | 20%
Cc1cn([C@H]2C[C@H](O)[C@@H](/C=C/C(=O)NCc3ccco3)O2)c(=O)[nH]c1=O | 12% | 5 | -1% | u | -9% | 7 | 1% | -16%
N#CCc1nc2ccc(S(=O)(=O)N3CCOCC3)cc2s1 | -26% | -20 | -14% | -2% | 13% | -14 | -3% | u
CCC(=O)Nc1cc(C)c(O)c(-c2nc3ncccc3o2)c1 | u | x | -12% | x | x | 1 | x | 5%
Cn1c(CNC(=O)c2ccc(Cl)c(Cl)c2)nnc1SCC(=O)Nc1sc2c(c1C#N)CCCC2 | -20% | 8 | 15% | 1% | -2% | -17 | 0% | 12%
COC(=O)c1cc(S(=O)(=O)Nc2cc(S(=O)(=O)N(C)C)ccc2C)oc1C | -6% | -5 | 6% | -1% | 6% | 7 | -12% | 18%
Cc1ccc(C(=O)N2CCN(S(=O)(=O)N3CCOCC3)CC2)cc1 | -1% | -16 | 8% | -2% | 6% | 3 | 1% | -25%
CC1CCC2(CC1)NC(=O)N(CC(=O)Nc1cccc(S(=O)(=O)N3CCOCC3)c1)C2=O (stereo unspecified) | -13% | -22 | 10% | 0% | 3% | -1 | -1% | -7%
COc1ccccc1N(C)S(=O)(=O)c1ccc(C(=O)NC(C)c2ccccc2)cc1 (stereo unspecified) | -3% | 10 | -6% | -4% | -7% | -14 | 9% | 21%
CCCC1=Nc2cc(C(=O)N3CCC(C(N)=O)CC3)ccc2Sc2ccccc21 | 15% | 11 | 7% | 2% | -1% | 2 | 2% | 38%
Clc1ccc(-c2nnc3ccccn23)cc1 | 4% | 20 | 10% | -1% | -3% | 4 | 1% | 10%
COc1ccc(S(=O)(=O)N2CCCCCC2)cc1NC(=O)Cc1ccccc1 | 2% | -22 | 11% | -2% | 1% | -2 | -5% | -2%
CCN1CN(CCc2ccccc2)CNC1=S | -14% | 12 | 6% | 2% | -1% | 10 | 3% | 0%

Some of the entries above in a different format:
canonical_smiles,TDP-43 yeast inh,DRD3 antagonist,Abeta yeast res,EPAC2 antag,EPAC2 agonist,D3 ag,aSyn yeast inh,FUS suppressor
CC1CCC2(CC1)NC(=O)N(CC(=O)Nc1cccc(S(=O)(=O)N3CCOCC3)c1)C2=O (stereo unspecified),-13%,-22,10%,0%,3%,-1,-1%,-7%
O=C(N/N=C\c1ccco1)Nc1cccc(Cl)c1,u,-5,-19%,-16%,5%,-4,0%,20%

Compound activity as filed in PubChem.

Some of the compounds tested, so the mix of outcomes need not match the whole.
